Tcruzi prolif = T. cruzi proliferation inhibition; inhibition, % at 8.34 µM; T. cruzi beta-gal in NIH3T3, GalScreen luminescence, 90 h; AID 624255; actives 5.9% (n = 77,000);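 active means mean inhibition above about 93%, with at least 55% of replicates each passing it, limit read from the data, passing the limit was not always enough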
Pf Dd2 growth = inhibitors of Plasmodium falciparum Dd2 growth; AID 1159554; activity change, % at 10 µM; P. falciparum Dd2 growth, SYBR Green, 72 h; active compounds read low; actives 2.3% (n = 94,000); in the data active means activity change below about -80%
C diff HTS = inhibitors of Clostridium difficile growth; Clostridium difficile clinical isolate growth, OD600, 24 h; active compounds read low; growth activity, negative = inhibition, % at 16 µg/mL (by protocol); actives 0.25% (n = 86,000); AID 1259249;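 active means mean growth activity at or below -80% and every replicate also at or below -80%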;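 further: 0% = DMSO wells and -100% = levofloxacin 16 µg/mL wells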
KDM4C inh = blocks human GASC-1 (KDM4C) demethylase activity. Q9H3R0. GST-KDM4C 2-372, H3K9me3 peptide, LANCE TR-FRET. inhibition, % at 12.5 µM. actives 0.15% (n = 96,000);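 active means mean replicate inhibition above about 25%, with at least 55% of replicates also reaching it, limit read from the data, passing the limit was not always enough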
Target sequence (Q9H3R0 2-372 limits assumed): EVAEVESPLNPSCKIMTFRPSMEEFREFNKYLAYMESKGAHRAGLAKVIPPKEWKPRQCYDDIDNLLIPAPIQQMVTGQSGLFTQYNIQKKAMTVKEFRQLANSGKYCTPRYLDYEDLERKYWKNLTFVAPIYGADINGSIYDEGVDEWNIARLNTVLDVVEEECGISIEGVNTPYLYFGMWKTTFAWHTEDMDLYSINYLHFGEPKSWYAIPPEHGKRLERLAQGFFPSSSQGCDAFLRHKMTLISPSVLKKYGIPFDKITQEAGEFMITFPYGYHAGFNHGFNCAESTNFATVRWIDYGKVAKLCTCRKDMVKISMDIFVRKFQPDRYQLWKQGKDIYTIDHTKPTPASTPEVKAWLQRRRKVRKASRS
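System: N-terminal GST-fused human GASC-1 (KDM4C) fragment, residues 2-372 / Amount: 10 nM GST-KDM4C in enzyme reaction / Also added: H3K9me3 peptide with Fe(II)/2OG / Times: 30 min demethylation and 1 h detection at room temperature / Signal: LANCE TR-FRET / Read-out basis: Fall in 671/618 emission ratio as inhibition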
An asterisk follows results filed as active; . = no result given; & = joins results of further samples.

SMILES	Tcruzi prolif	Pf Dd2 growth	C diff HTS	KDM4C inh
CN(C)c1ccc2c(c1)[C@@H]1C[C@@H](CC(=O)NCc3ccncc3)O[C@H](CO)[C@@H]1O2	35	-7	.	7.1
C/C=C/c1ccc2c(c1)O[C@@H](CN(C)C(=O)Nc1ccccc1)[C@@H](C)CN([C@@H](C)CO)S2(=O)=O	28	-16	-2	-1.3
CC(C)C(=O)Nc1ccc2c(c1)C(=O)N(C)[C@@H]1CC[C@H](CC(=O)NCC3CC3)O[C@H]1CO2	3	2	-2	2.2
C[C@@H]1CCCCO[C@@H](CN(C)Cc2ccc(C(=O)O)cc2)[C@H](C)CN([C@H](C)CO)C(=O)c2cc(NS(=O)(=O)c3ccc(F)cc3)ccc2O1	23	28	7	0.7
CCCN1C[C@@H](C)[C@H](OC)CN(C)C(=O)c2ccc(NC(=O)Nc3c(C)noc3C)cc2OC[C@H]1C	12	-44	0	-0.3
C[C@@H]1CN([C@@H](C)CO)C(=O)c2cc(NC(=O)C3CC3)ccc2O[C@@H]1CN(C)CC1CC1	19	1	-3	0.6
O=C(C[C@H]1C[C@H]2c3cc(NC(=O)Nc4ccccc4F)ccc3O[C@H]2[C@@H](CO)O1)NCC1CC1	42	3	-3	-1.2
O=C(C[C@H]1CC[C@H]2[C@@H](COC[C@H](O)CN2Cc2cc(F)ccc2F)O1)N[C@@H]1CCN(Cc2ccccc2)C1	96*	-60	16&11	-1.2
C[C@@H]1CCCCO[C@H](CN(C)C(=O)c2ccncc2)[C@H](C)CN([C@@H](C)CO)C(=O)c2cc(NS(=O)(=O)c3cccs3)ccc2O1	.	17	.	0.2
CCCNC(=O)Nc1ccc2c(c1)C(=O)N(C)C[C@@H](OC)[C@H](C)CN(Cc1ccccn1)[C@@H](C)CO2	42	0	6	0.8
C[C@@H]1CN([C@@H](C)CO)C(=O)c2cc(C#CC(C)(C)O)cnc2O[C@@H]1CN(C)C(=O)c1ccccc1F	33&21	47&43	-2&-3	-3.4
CO[C@H]1CN(C)C(=O)c2cc(NC(=O)C3CC3)ccc2OC[C@@H](C)N(Cc2cc(F)ccc2F)C[C@@H]1C	51	-58	.	0.6

Continuation:
SMILES	Tcruzi prolif	Pf Dd2 growth	C diff HTS	KDM4C inh
C/C=C/c1ccc([C@H]2[C@@H](CO)N(CC3CC3)C23CN(S(C)(=O)=O)C3)cc1	.	-51	-1	-0.8
CC(C)NC(=O)Nc1ccc2c(c1)C(=O)N([C@H](C)CO)C[C@H](C)[C@H](CN(C)Cc1ccc3c(c1)OCO3)OCCCC[C@@H](C)O2	4	-2	3	0.0
C[C@H]1CN([C@@H](C)CO)C(=O)c2cc(NC(=O)CCN3CCOCC3)ccc2O[C@@H]1CN(C)S(=O)(=O)c1cccs1	-149	28	2	1.2
CC(=O)N(C)C[C@@H]1Oc2cc(C#Cc3cccnc3)ccc2S(=O)(=O)N([C@@H](C)CO)C[C@@H]1C	39	9	-2	-0.4
O=C(N[C@H]1CC[C@@H](CCNS(=O)(=O)c2cccc(Cl)c2)O[C@H]1CO)c1ccncc1	37	-2	.	-2.3
O=C(Cc1ccccn1)N1CC(=O)N2[C@H](CO)[C@@H](c3ccc(C#CC4CCCC4)cc3)[C@@H]2C1	.	-34	-12	1.4
C[C@H]1CN([C@@H](C)CO)C(=O)Cc2cc(NC(=O)Cn3cnnn3)ccc2O[C@H]1CN(C)S(=O)(=O)c1ccc(Cl)cc1	9	-8	-1	5.3
OC[C@@H]1Nc2ccc(-c3cccc(F)c3)cc2[C@@H]2[C@H]1CCN2Cc1ccc(F)cc1	83	-81*	1	0.2
CCC(=O)N1CCCCN2[C@H](CO)[C@H](c3ccc(C#Cc4ccccc4F)cc3)[C@H]2C1	78	-29	-14	-0.4
Cn1cnc(S(=O)(=O)N[C@H]2CC[C@@H](CC(=O)NCC3CC3)O[C@@H]2CO)c1	.	23	0	0.8
COc1ccc(CN(C)C[C@@H]2Oc3ccc(NS(=O)(=O)c4c(C)noc4C)cc3C(=O)N([C@@H](C)CO)C[C@@H]2C)cc1	-4	-10	-1	0.0
CCCNC(=O)C[C@H]1CC[C@H]2[C@@H](COC[C@H](O)CN2C(=O)c2cccnc2)O1	-42	13	10&-4	-1.5

Four of the entries above in order of their number in C diff HTS, ascending.
SMILES | Pf Dd2 growth | C diff HTS | KDM4C inh
CCC(=O)N1CCCCN2[C@H](CO)[C@H](c3ccc(C#Cc4ccccc4F)cc3)[C@H]2C1 | -29 | -14 | -0.4
O=C(Cc1ccccn1)N1CC(=O)N2[C@H](CO)[C@@H](c3ccc(C#CC4CCCC4)cc3)[C@@H]2C1 | -34 | -12 | 1.4
C/C=C/c1ccc([C@H]2[C@@H](CO)N(CC3CC3)C23CN(S(C)(=O)=O)C3)cc1 | -51 | -1 | -0.8
CC(C)NC(=O)Nc1ccc2c(c1)C(=O)N([C@H](C)CO)C[C@H](C)[C@H](CN(C)Cc1ccc3c(c1)OCO3)OCCCC[C@@H](C)O2 | -2 | 3 | 0.0

Further records
SMILES	Tcruzi prolif	Pf Dd2 growth	C diff HTS	KDM4C inh
C[C@H]1CN([C@@H](C)CO)C(=O)CCCn2cc(nn2)CO[C@@H]1CN(C)Cc1ccc2c(c1)OCCO2	-17	3	-1	1.1
COc1ccc(NC(=O)N(C)C[C@@H]2OCCCC[C@@H](C)Oc3ccc(NC(=O)NC(C)C)cc3C(=O)N([C@@H](C)CO)C[C@H]2C)cc1	26	0	-1	-0.7
O=C(CN1CCOCC1)N(CC1CCC1)C[C@H]1N[C@H](CO)[C@@H]1c1ccccc1	.	7	1	-1.3
C[C@@H]1CN([C@@H](C)CO)S(=O)(=O)c2ccc(-c3ccncc3)cc2O[C@H]1CN(C)C(=O)CN(C)C	.	22	1	-1.5
Cc1ccccc1S(=O)(=O)N(C)C[C@H]1OCc2cn(nn2)CCCC(=O)N([C@@H](C)CO)C[C@@H]1C	-8&-5	-5&-3	0	0.0
C/C=C/c1cnc2c(c1)C(=O)N([C@@H](C)CO)C[C@H](C)[C@@H](CN(C)Cc1cncnc1)O2	.	50	-3	-0.4
COc1ccc2c3c([nH]c2c1)[C@@H](CO)N(C(=O)c1cccc(F)c1)CC31CN(C(=O)c2ccccc2)C1	.	-26	-6	0.2
C[C@@H]1CN([C@@H](C)CO)C(=O)CCCn2cc(nn2)CO[C@@H]1CN(C)C(=O)Nc1ccc(C(F)(F)F)cc1	-9	5	.	-1.8
Cc1ccc(-c2ccc([C@@H]3[C@H](CO)N4C(=O)CN(C(=O)c5ccncc5)C[C@@H]34)cc2)cc1	.	-63	-1	0.7
C[C@H](CO)N1C[C@H](C)[C@@H](CN(C)Cc2ccc(Cl)c(Cl)c2)Oc2ccc(NS(=O)(=O)c3cn(C)cn3)cc2C1=O	-5	13	-11	-0.5
CN1C(=O)c2cc(NC(=O)NC3CCCC3)ccc2OC[C@H]2O[C@@H](CC(=O)O)CC[C@H]21	-38	-4	-1	2.4
CO[C@@H]1CC[C@H]2CCOc3ccc(C#N)cc3C(=O)N(C)C[C@H](C)C(=O)N(C)C[C@@H]1O2	-1	.	25	0.4

Further compounds:
SMILES	Tcruzi prolif	Pf Dd2 growth	C diff HTS	KDM4C inh
C[C@H](CO)N1C[C@H](C)[C@H](CN(C)Cc2ccc3c(c2)OCO3)Oc2ccc(NS(=O)(=O)c3cn(C)cn3)cc2CC1=O	-26	20	-2	2.1
CC(C)NC(=O)Nc1ccc2c(c1)CC(=O)N([C@@H](C)CO)C[C@H](C)[C@H](CN(C)Cc1ccc(C(=O)O)cc1)O2	.	6	-1&-4	-0.6
C[C@@H]1CN([C@H](C)CO)C(=O)CCCn2nncc2CO[C@@H]1CN(C)C(=O)C1CCCCC1	13	37	.	.
C[C@H]1CCCCO[C@H](CN(C)C(=O)C2CCCCC2)[C@@H](C)CN([C@@H](C)CO)C(=O)c2cc(NS(=O)(=O)c3ccccc3)ccc2O1	55	-67	2	0.0
CN(C)CCCNC(=O)[C@H]1[C@H](CO)[C@H]2Cn3c(cccc3=O)[C@@H]1N2CC1CC1	-48	.	-2	-0.7
Cc1noc(C)c1S(=O)(=O)Nc1ccc2c(c1)C(=O)N([C@@H](C)CO)C[C@H](C)[C@@H](CN(C)Cc1ccc(C(=O)Nc3ccccc3N)cc1)O2	.	-68	11	0.5
CO[C@H]1CN(C)C(=O)c2cc(NC(C)=O)ccc2OC[C@H](C)N(C(=O)C2CC2)C[C@H]1C	-100	-27	-2	-0.6
COc1ccc2c3c(n(C)c2c1)[C@H](CO)N(C(=O)CN(C)C)CC31CCN(Cc2cccnc2)CC1	.	-78	68	-0.4
COc1ccc(CN(C)C[C@@H]2OCCCC[C@H](C)Oc3ccc(NS(=O)(=O)c4ccc(OC)cc4)cc3C(=O)N([C@@H](C)CO)C[C@H]2C)cc1	.	-50	9	-1.4
COCC(=O)N1C[C@H](C)[C@@H](OC)CN(C)C(=O)c2ccc(NC(=O)c3ccc(OC)cc3)cc2OC[C@H]1C	27	-7	.	2.0
C[C@@H]1CN([C@H](C)CO)C(=O)Cc2cc(NS(=O)(=O)c3ccccc3)ccc2O[C@@H]1CN(C)Cc1ccncc1	50	2	-4	13
C[C@H](CO)N1C[C@H](C)[C@H](CN(C)Cc2ccccc2F)Oc2ncc(-c3ccccc3F)cc2C1=O	29	5	3	.

Further records follow.
SMILES	Tcruzi prolif	Pf Dd2 growth	C diff HTS	KDM4C inh
CO[C@@H]1CN(C)C(=O)c2ccc(NC(=O)c3ccccc3)cc2OC[C@H](C)N(C)C[C@@H]1C	-10	.	-36	19
CCCN1[C@@H]2c3ccc(-c4ccccc4)c(=O)n3C[C@@H]2[C@@H](CO)[C@@H]1C(=O)N[C@H](C)c1ccccc1	71	-14	5	7.0
C[C@@H]1CN([C@H](C)CO)C(=O)c2cc(C#CC3CC3)cnc2O[C@H]1CN(C)C(=O)C1CCCCC1	66	-53	.	-2.2
Cc1ccccc1S(=O)(=O)N1CCCCN2[C@H](C1)[C@H](c1ccc(C#CCN(C)C)cc1)[C@@H]2CO	98*	-16	4	4.7
Cc1cccc(-c2ccc([C@H]3[C@@H](CO)N4CCCCN(C(=O)c5ccc6c(c5)OCO6)C[C@H]34)cc2)c1	120*	-34	0	-2.0
C[C@@H]1CN([C@@H](C)CO)C(=O)Cc2cc(NS(=O)(=O)c3cn(C)cn3)ccc2O[C@@H]1CN(C)C(=O)NC1CCCCC1	19	21	-1	-1.4
CCC(=O)N(C)C[C@H]1Oc2ncc(C#CCc3ccccc3)cc2C(=O)N([C@@H](C)CO)C[C@@H]1C	35	-53	-5	1.7
O=C(C[C@H]1CC[C@H](NC(=O)c2ccncc2)[C@H](CO)O1)NCC1CCCCC1	-118	11	.	-0.5
CN1C(=O)c2cc(NC(=O)c3ccc(F)cc3)ccc2OC[C@@H]2O[C@@H](CC(=O)O)CC[C@H]21	-74	3	-1	0.0
Cc1noc(C)c1NC(=O)N(C)C[C@@H]1Oc2c(NC(=O)NC3CCCCC3)cccc2C(=O)N([C@@H](C)CO)C[C@@H]1C	6	3	-1	3.6
COc1ccc(NC(=O)N(C)C[C@H]2OCCCC[C@H](C)Oc3ccc(NS(C)(=O)=O)cc3C(=O)N([C@@H](C)CO)C[C@H]2C)cc1	7	13	-8	2.0
CS(=O)(=O)Nc1ccc2c(c1)[C@@H]1C[C@H](CC(=O)N3CCCCC3)O[C@H](CO)[C@@H]1O2	-73	18	-1	0.3

Continuation.
SMILES	Tcruzi prolif	Pf Dd2 growth	C diff HTS	KDM4C inh
Cc1ccc(S(=O)(=O)Nc2ccc3c(c2)C(=O)N([C@H](C)CO)C[C@@H](C)[C@H](CN(C)C)O3)cc1	.	7	2	-0.7
C[C@@H]1CN([C@@H](C)CO)S(=O)(=O)c2ccc(-c3cncnc3)cc2O[C@@H]1CN(C)C(=O)Cc1ccccc1	.	36	1	0.3
C[C@H]1CN([C@@H](C)CO)C(=O)c2cc(-c3ccc(C#N)cc3)cnc2O[C@@H]1CN(C)C(=O)CC1CC1	-5	13	-1	-0.8
C[C@@H]1CN([C@H](C)CO)C(=O)c2cccc(NS(=O)(=O)c3cccs3)c2O[C@@H]1CN(C)S(=O)(=O)c1ccc(Cl)cc1	17	-13	-22	-1.8
CNC[C@@H]1Oc2c(NC(=O)Nc3c(C)noc3C)cccc2C(=O)N([C@H](C)CO)C[C@H]1C	11	11	0	6.8
Cc1noc(C)c1S(=O)(=O)N(C)C[C@@H]1Oc2ccc(NC(=O)CCC(F)(F)F)cc2CC(=O)N([C@H](C)CO)C[C@H]1C	20	3	-1	-0.6
Cc1cc(C(=O)Nc2ccc3c(c2)C(=O)N(C)[C@@H]2CC[C@@H](CC(=O)N[C@@H](C)c4ccccc4)O[C@H]2CO3)no1	16	-10	7	2.9
C[C@@H]1CN([C@H](C)CO)C(=O)Cc2cc(NS(=O)(=O)c3cn(C)cn3)ccc2O[C@@H]1CN(C)Cc1ccccc1	39	-5	-4	1.9

By substructure: the compounds so far containing a cyano group (two)
SMILES	Tcruzi prolif	Pf Dd2 growth	C diff HTS	KDM4C inh
CO[C@@H]1CC[C@H]2CCOc3ccc(C#N)cc3C(=O)N(C)C[C@H](C)C(=O)N(C)C[C@@H]1O2	-1	.	25	0.4
C[C@H]1CN([C@@H](C)CO)C(=O)c2cc(-c3ccc(C#N)cc3)cnc2O[C@@H]1CN(C)C(=O)CC1CC1	-5	13	-1	-0.8

Assay outcomes deposited in PubChem by Broad Institute.

An unsorted share of the library. About 7% of those tested had a hit in this group.
